SKN-1 block – C. elegans SKN-1 inhibition. hit rate 0.49% among 360,000. C. elegans VP596 Pgst-4::GFP/RFP ratio, acrylamide-induced, 24 h. inhibition, % at 21.8 µM. AID 624304;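 active = interference check ratio from 0.5 to 1.5 plus GFP to RFP signal ratio inhibition reaching or exceeding a fixed threshold, cut at about 30% in these data, passing the limit was not always enough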; also: some compounds called inactive have numbers as strong as hits
Rin1 Abl inh – human Rin1-Abl interaction inhibition. TR-FRET Rin1/Abl binding, biochemical. inhibition, % at 7.35 µM. P00519+Q13671. hit rate 0.4% among 360,000; in the data active = inhibition above about 5%, passing the limit was not always enough
MsrA act – activates bovine MsrA enzyme. purified bovine MsrA, absorbance read-out. activation, % at 10.6 µM. hit rate 0.3% among 360,000. AID 602163; in the data active = activation above about 7.5%;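 also: 0% = vehicle and 100% = reference activator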
CendR NRP1 mod – alters CendR peptide binding to human NRP-1; O14786; inhibition, % at 25 µM; AID 602438; hit rate 0.85% among 360,000; FAM-RPARPAR peptide binding to NRP-1, fluorescence polarization;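 active = inhibition or corrected inhibition above about 18%, plus a signal ratio from 0.5 to 1.5, limit read from the data, passing the limit was not always enough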; also: strong numbers were not always called active
FAS TE block – inhibitors of human fatty acid synthase thioesterase domain; P49327; inhibition, % at 15 µM; hit rate 0.67% among 360,000; AID 602261; recombinant FAS-TE, OMFH fluorogenic substrate, fluorescence endpoint;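 active = compounds whose normalised, plate-corrected inhibition of enzyme fluorescence in the single-dose primary screen is 50% or more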;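 also: 0% = DMSO with enzyme and 100% = substrate without enzyme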
E coli Lon inh – inhibitors of E. coli Lon protease | P0A9M0 | purified E. coli Lon protease, fluorescence polarization | inhibition, % at 7.94 µM | hit rate 0.42% among 360,000 | AID 602123; in the data active = inhibition above about 13%, passing the limit was not always enough;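 also: 0% = enzyme with probe and DMSO and 100% = no enzyme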
PABP1 MLLE inh – blocks PAM2 peptide binding to the PABP1 MLLE domain | P11940 | GST-MLLE / FITC-PAM2 fluorescence polarization | inhibition, % at 20 µM | hit rate 0.36% among 360,000; in the data active = inhibition above about 35%, passing the limit was not always enough;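 also: plate controls were DMSO wells with GST-MLLE for no effect and wells lacking GST-MLLE protein for full effect; some results filed as inactive read as strong as hits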
MT1-MMP act inh – blocks activation of human MT1-MMP; GFP/RFP ratio change, % at 20 µM; P50281; AID 651647; HT1080 RFP-PRO-GFP cells, GFP/RFP ratio fluorescence, overnight; percent of plate control window, DMSO zero; hit rate 0.061% among 360,000;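 active = GFP/RFP ratio change of at least 30% with cell ATP level not reduced by more than half and red fluorescence within 50% of control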; also: strong numbers were not always called active
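Assay system: HT1080 RFP-PRO-GFP cells | Dosing: 20 µM single dose, 1% DMSO | Incubation: Cells overnight before dosing, compound overnight, 37 °C, 5% CO2 | Evaluation: GFP/RFP fluorescence ratio | Control set: DMSO-only wells and HT1080 RFP-L50D-GFP cell wells as references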
Neddyl block – cullin neddylation inhibition. calls only at 25 µM. AID 651699. TR-FRET cullin neddylation, biochemical. hit rate 0.58% among 360,000; in the data active = inhibition above about 36%
Target sequence (P61081 whole entry, looked up): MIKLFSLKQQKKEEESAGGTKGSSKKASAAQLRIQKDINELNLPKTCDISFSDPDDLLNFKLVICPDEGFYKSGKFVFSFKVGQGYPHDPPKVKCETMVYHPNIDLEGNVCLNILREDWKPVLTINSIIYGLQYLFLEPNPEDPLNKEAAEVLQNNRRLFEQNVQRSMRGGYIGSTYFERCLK
Target sequence (Q13564 whole entry, looked up): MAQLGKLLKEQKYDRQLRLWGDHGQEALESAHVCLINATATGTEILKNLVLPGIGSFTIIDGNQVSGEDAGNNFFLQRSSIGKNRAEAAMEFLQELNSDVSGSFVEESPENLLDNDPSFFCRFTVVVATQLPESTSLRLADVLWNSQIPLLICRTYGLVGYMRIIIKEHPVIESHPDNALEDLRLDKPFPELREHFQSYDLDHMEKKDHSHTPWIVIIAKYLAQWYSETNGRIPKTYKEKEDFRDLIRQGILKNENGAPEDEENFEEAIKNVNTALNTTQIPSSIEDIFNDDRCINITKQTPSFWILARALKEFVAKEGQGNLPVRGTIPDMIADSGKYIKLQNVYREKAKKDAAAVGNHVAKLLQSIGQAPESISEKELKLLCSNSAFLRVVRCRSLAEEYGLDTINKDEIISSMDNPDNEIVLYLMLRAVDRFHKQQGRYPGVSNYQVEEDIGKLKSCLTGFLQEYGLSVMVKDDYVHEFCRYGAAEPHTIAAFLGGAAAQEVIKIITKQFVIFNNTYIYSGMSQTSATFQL
* = called active by the depositor; i = inactive; nt = no result given; + = active, no number.

SMILES	SKN-1 block	Rin1 Abl inh	MsrA act	CendR NRP1 mod	FAS TE block	E coli Lon inh	PABP1 MLLE inh	MT1-MMP act inh	Neddyl block
O=C(Nc1ccccc1Cl)NC1CCCCCCC1	3	-3	-3	16	10	-4	-5	-8	i
Cc1ccc(CC(=O)N2CCOCC2)cc1	-4	-4	-3	-7	-8	0	4	-3	i
CC(=O)Nc1cccc(Oc2nc(C)cc(C)c2C#N)c1	4	0	1	-19	5	0	9	5	i
CCCNC(=O)Cn1cnc([N+](=O)[O-])n1	3	1	0	-5	-10	-20	14	4	i
O=S1(=O)CC(N2CCN(c3ncccn3)CC2)CN1Cc1ccc(F)cc1 (configuration not stated)	5	3	-13	8	-8	3	4	9	i
Clc1cccc(Cc2c(-c3ccccc3)nc3ccc(Br)cn23)c1	12	-7	-2	0	6	-5	13	-11	i
Cc1ccc(Oc2ccc(S(=O)(=O)N3CCOCC3)cc2C(N)=O)cc1C	-6	3	-5	0	-5	5	3	2	i
O=C(Nc1ccc2c(c1)OCCO2)C(c1cc2ccccc2o1)N1CCN(c2ccc(F)cc2)CC1 (configuration not stated)	9	3	-13	-7	45	4	-1	2	i
COc1ccc(/C=N/NC(=O)c2cccs2)c2ccccc12	9	-2	-4	-3	20	3	-7	3	+
Oc1ccc(N2CCN(CC(O)c3ccccc3)CC2)cc1 (configuration not stated)	11	2	2	6	-6	0	-6	-2	i
COc1ccc(OC)c(NC(=O)CCOc2cccc(C)c2)c1	-16	5	-11	-1	5	7	0	10	i
COc1cccc(NC(=S)NC(C)c2ccc(OC)c(OC)c2)c1 (configuration not stated)	-14	0	-1	8	-2	-5	-30	4	i
O=S(=O)(Nc1ccccn1)c1cccc(S(=O)(=O)c2ccc(Br)cc2)c1	0	7	-3	-1	3	0	8	-10	i
O=C(COC(=O)c1n[nH]c2ccccc12)Nc1ccc(Cl)cc1[N+](=O)[O-]	-13	1	-10	16	-24	8	8	3	i
Cc1cc(C)nc(Sc2ccc3nnc(C(F)(F)C(F)(F)C(F)(F)F)n3n2)n1	0	5	0	-1	0	-2	6	-2	i
CCn1cc(CNC(=O)c2ccc(OC3CCN(Cc4ccccn4)CC3)cc2)cn1	-12	4	-7	6	-8	10	4	3	i
COc1cc(C(c2c(C)[nH][nH]c2=O)c2c(C)[nH][nH]c2=O)ccc1OC(C)C	-5	-1	0	-1	-6	-5	-11	5	i
COc1ccc(-c2cc(C(=O)Nc3nc4ccccc4s3)c3ccccc3n2)cc1OC	5	-3	-4	-1	82*	3	-3	-9	nt
O=C(Nc1cc(C(F)(F)F)ccc1N1CCCC1)c1cccnc1	-14	4	-12	0	2	-3	-17	-2	i
Cc1nc2ccc(NC(=O)c3cc(S(=O)(=O)N(C)c4ccccc4)ccc3Cl)cc2s1	-8	-2	1	-8	-4	-32	-27	-2	i
CC1=C(C(=O)N(C)C)CC(CC(=O)NCc2cccc3ccccc23)C(=O)N1Cc1ccc(C(C)(C)C)cc1 (configuration not stated)	13	4	3	7	19	-2	3	2	i
CCN(CC)C(=S)SCC(=O)Nc1ncc2c(n1)CCCC2=O	-14	-1	-7	-5	1	11	8	2	i
O=C(Nc1nnc(CSCc2ccc(F)cc2)s1)c1ccc([N+](=O)[O-])cc1	10	-4	-5	-13	-5	-7	11	5	i
COc1ccc(C2Nc3ccc(Br)cc3C(c3ccccc3)N2CC(=O)O)cc1 (configuration not stated)	-1	-4	-2	-8	1	2	-2	1	i
CC1Oc2ccccc2N(CC(=O)N2CCc3ccccc32)C1=O (configuration not stated)	14	1	-1	13	4	3	4	6	i

The list goes on.
SMILES	SKN-1 block	Rin1 Abl inh	MsrA act	CendR NRP1 mod	FAS TE block	E coli Lon inh	PABP1 MLLE inh	MT1-MMP act inh	Neddyl block
C=CCC[C@H](Cc1ccc(F)cc1)C(=O)OC[C@H](C)NC(=O)[C@H](CC=C)CC(=O)N(CCO)Cc1ccccc1	-6	1	3	11	12	-7	-4	0	i
Cc1noc(C)c1S(=O)(=O)N1CCCC(C(=O)NCCc2ccc(Cl)cc2)C1 (configuration not stated)	47*	0	-1	-2	4	4	-3	-2	i
CCCOc1ccc(Cc2c(Cl)nc(SC)nc2NC)cc1	7	-3	-9	10	48	-2	-1	-7	i
Cc1nnsc1NC(=O)OCC(C)C	-2	0	-3	6	-5	7	7	-2	i
CC1=C(C(N)=O)C(c2ccccc2[N+](=O)[O-])n2ncnc2N1 (configuration not stated)	3	1	-10	-4	-4	-3	32	3	i
O=C(NCc1ccncc1)Nc1ccc(Cc2ccc(NC(=O)NCc3ccncc3)cc2)cc1	12	3	2	-14	-1	0	1	1	i
COC(=O)[C@H](Cc1ccccc1)NC(=O)N(C)Cc1ccccc1	2	3	-4	7	-4	-4	-5	-2	i
CCOc1ccccc1NC(=O)COC(=O)Cc1ccc(-c2ccccc2)cc1	3	0	-2	-11	32	-1	7	4	i
CSc1c[n+]2c(n1C)CCC2	6	2	-2	3	-6	-5	-124	-4	i
CSc1ccc(-c2nc(CSCC(=O)NC3CC3)c(C)o2)cc1	-7	-4	-11	7	-1	-8	22	-4	i
Cc1c(C(=O)N2CCCC2)c(S(=O)(=O)Nc2cccc(Br)c2)c(C)n1C	-17	0	-2	9	-1	9	-3	-4	i
Cc1ccc(C(=O)N2CCCC(N3CCN(c4ccccc4F)CC3)C2)s1 (configuration not stated)	4	-3	-1	-5	-3	1	5	1	i
O=C(NC1=NCCS1)c1cccc(S(=O)(=O)N2CCc3ccccc32)c1	-2	-1	-3	-1	-5	8	-29	4	i
O=C(COC(=O)c1ccc(Cl)c(S(=O)(=O)N2CCCC2)c1)NCc1ccccc1	-6	-2	-3	10	5	7	2	1	i
O=C(Cc1cccs1)NCc1cccc(CNC(=O)Cc2cccs2)c1	-4	-2	-2	-3	-8	6	-1	-2	i
Cc1cccc(NC(=O)c2cccnc2)c1	-7	-5	-3	5	-9	-9	-11	2	i
CCN1CCCC1CNC(=O)C(=O)NC(C)C (configuration not stated)	-6	-3	-9	0	-1	-3	-3	1	i
Cc1ccc(N2CCN(c3ccc(C)cc3)C2c2ccccn2)cc1	10	-1	0	7	-2	-10	20	0	i
COc1ccccc1N(C)S(=O)(=O)c1ccc(C(=O)N2CCCC(C(F)(F)F)C2)cc1 (configuration not stated)	7	5	-7	-10	12	1	-7	4	i
COc1cccc(C(=O)Nc2ccc(C(F)(F)F)n(C)c2=O)c1	7	-2	-4	17	8	15	1	0	i
COc1ccc(OCCN2CCN(C3CC(=O)N(CCC(C)C)C3=O)CC2)cc1 (configuration not stated)	12	3	2	-5	-6	-5	-9	4	i
COc1ccc(-c2cc(-c3ccc(C)cc3)n[nH]2)c(O)c1	39*	2	2	6	15	3	3	2	i
Cc1ccc2nc(-c3ccc(NC(=O)c4cccnc4)cc3)oc2c1	3	-1	-5	2	5	-3	-14	8	i
NC(=S)N=Nc1c(O)[nH]c2ccccc12	2	-5	-8	5	-14	-7	21	2	i
O=C(CNCC1CCCCC1)Nc1ccc(OC(F)(F)F)cc1	5	-2	0	-5	5	2	5	-9	i

A second format for some results above.
Screens in order: SKN-1 block	Rin1 Abl inh	MsrA act	CendR NRP1 mod	FAS TE block	E coli Lon inh	PABP1 MLLE inh	MT1-MMP act inh	Neddyl block
- Cc1cccc(NC(=O)c2cccnc2)c1
  -7	-5	-3	5	-9	-9	-11	2	i
- Cc1ccc(C(=O)N2CCCC(N3CCN(c4ccccc4F)CC3)C2)s1 (configuration not stated)
  4	-3	-1	-5	-3	1	5	1	i
- CSc1c[n+]2c(n1C)CCC2
  6	2	-2	3	-6	-5	-124	-4	i
- O=C(CNCC1CCCCC1)Nc1ccc(OC(F)(F)F)cc1
  5	-2	0	-5	5	2	5	-9	i

Other records
SMILES	SKN-1 block	Rin1 Abl inh	MsrA act	CendR NRP1 mod	FAS TE block	E coli Lon inh	PABP1 MLLE inh	MT1-MMP act inh	Neddyl block
COc1ccc(N2CC(C(=O)Nc3ccc4c(c3)OCCO4)CC2=O)cc1 (configuration not stated)	1	1	-7	4	-7	5	-9	1	i
CC1CCC2(CC1)NC(=O)N(CC(=O)NC1CCCCC1C)C2=O (configuration not stated)	12	3	-5	16	-2	-17	-7	-1	i
Cc1ccc(NS(=O)(=O)c2ccc(NC(=O)[C@@H]3CCCC[C@@H]3C(=O)O)cc2)c(C)c1	26	-1	-7	-3	-10	-6	5	3	i
CCOc1ccccc1C(=O)NC1CCN(CC(=O)Nc2cc(OC)ccc2OC)CC1	3	2	-5	-3	5	-5	13	5	i
O=C(CSc1nnc(Cc2ccccc2)o1)Nc1ccccc1	9	1	-3	2	1	3	-1	-1	i
CN1N=C(C(=O)N2CCN(c3ccc([N+](=O)[O-])cc3)CC2)CCC1=O	4	-4	-5	-11	-6	3	-2	2	i
CCN(CC)Cc1cc2[nH]c3c4ccc(Cl)cc4ncc3c2cc1OC	3	1	-2	-6	-6	-9	-16	-3	i
O=C(CSc1n[nH]c(-c2ccncc2)n1)Nc1ccc(Cl)cc1	6	-3	-9	2	-4	5	5	1	i
CS(=O)(=O)/C(C#N)=C/c1cccn1S(=O)(=O)c1cccc2ccccc12	3	-1	0	-13	14	5	-18	2	i
O=C(/C=C\Nc1ccc2c(c1)OCO2)c1ccccn1	-11	5	-10	-12	-8	1	4	0	i
CCOc1ccccc1N(CC(=O)Nc1ccccc1F)S(=O)(=O)c1ccccc1	17	-1	-9	-1	18	-4	-1	-1	i
CC(=O)NCCc1ccc(S(=O)(=O)Nc2ccc(NC(=O)c3ccc(F)cc3)cc2)cc1	19	-3	-1	6	0	0	-19	1	i
Cc1cccc(C(=O)N2CCN(S(=O)(=O)c3ccc4c(c3)OCCCO4)CC2)c1[N+](=O)[O-]	16	-1	-5	0	9	-8	10	-2	i
COc1ccc(S(=O)(=O)N2CCCCC2)cc1NC(=O)CSc1ncnc2ccccc12	-1	-1	3	-8	26	-18	17	-2	i
CCCn1nc2ccccc2c1P(=N)(N1CCOCC1)N1CCOCC1	-4	1	-2	-2	-7	-13	7	5	i
CCOC(=O)c1sc(NC(=O)c2cccc(S(=O)(=O)N3CCc4ccccc43)c2)c(C#N)c1C	2	1	-1	-9	3	-6	11	-15	i
CCOC(=O)c1c(-c2ccccc2)oc2ccc(OC(C)C(=O)O)cc12 (configuration not stated)	5	1	-2	-12	1	-4	0	1	nt
N#CCCNS(=O)(=O)c1ccc(C(=O)OCC(=O)Nc2ccc3c(c2)OCO3)cc1	-7	0	-6	5	5	-4	12	0	i
O=C(CN1CCN(CC(=O)c2ccccc2)CC1)c1ccccc1	0	2	-9	0	-9	-5	14	-1	i
O=C(c1cccc(Cl)c1)N1CCN(Cc2c[nH]c3ccccc23)CC1	6	0	-4	5	1	2	2	-2	i
CCN(CC(=O)NCC(=O)Nc1ccc(Br)cc1C)Cc1ccccc1	0	-1	-3	4	9	-1	-8	-3	i
Cn1cccc1CC(=O)N/N=C/c1ccc([N+](=O)[O-])cc1	-10	-1	-1	0	3	1	17	5	i
Nc1ccc(S(=O)(=O)Nc2nc(-c3ccccc3)cc(-c3ccccc3)n2)cc1	2	-1	0	6	4	8	5	8	i
COc1ccc(NC(=O)C2CCN(Cc3cnn(-c4ccccc4)c3-n3cccc3)CC2)cc1OC	4	-3	6	-15	-2	-4	0	6	i
CCC(C)[C@H](NC(=O)[C@H](Cc1ccccc1)n1c(=O)[nH]c2ccccc2c1=O)C(=O)NCC1CCC(C(=O)O)CC1 (some centres not stated)	-2	1	-2	8	-6	-2	13	0	i
N#Cc1c2n(c3c(=O)[nH]cnc13)CCCC2	-7	0	1	8	-3	9	-2	5	i
COc1ccc(S(=O)(=O)N(C)c2ccc(C(=O)N3CCN(C)CC3)cc2)cc1	-2	4	-2	7	-1	-9	3	4	i

From PubChem

This is a random part of the collection; any-hit rate near 4%.
